High-throughput results (PubChem BioAssay)
TexasRed fluor: Texas Red fluorescence interference in TRb-SRC2 counter-screen | TRb/SRC2 Texas Red total fluorescence interference | 280,000 tested, 0.29% active | Potency, µM (titrated, usually from 106 µM), inactives show at the top dose fluorescence change, negative = quenching; active = well fitted curve in either direction with a large enough effect; inconclusive = small, poorly fitted or top-dose-only effect; also: potency is read from the fitted curve at half-maximal effect; % is scaled to controls: 0 for no effect and ±100 for the full control effect
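Flags fluorescent or light-absorbing compounds by total fluorescence, S + 2P, at 555 nm excitation and 632 nm emission. Mixture: 20 nM Texas Red SRC2 peptide, 0.6 uM human TRb LBD, 1 uM T3, 5% DMSO; compound exposure 5 h at ambient temperature.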
CBFb-RUNX1 inh: blocks binding between human CBF-beta and RUNX1. 230,000 tested, under 10 active. AlphaScreen CBFb-His/RUNX1-biotin binding, biochemical. Q01196+Q13951. Potency, µM (doses to about 59.8 µM), for inactives: at the top dose activity, negative = inhibition, hits mostly inhibitors; also: % of control where 0% means no effect
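AlphaScreen binding: CBFb-His and RUNX1-biotin (30 nM each) preincubated 20 min, compound added for 15 min, then nickel and streptavidin beads for 90 min, all at room temperature. Disruption of the interaction by any mechanism counts as activity.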
Epigenetic derep: derepresses silenced GFP reporter in murine cells; murine LDR cells, GFP reporter derepression, 30 h; Potency, µM (doses to about 53.9 µM), for the others: at the top dose GFP activation, actives largely listed as activators; 280,000 tested, 0.2% active; also: potency is read from the fitted curve at half-maximal effect; % of control where 0% means no effect; nearly all actives have a fitted effect of over 60% in size
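Murine LDR cells bearing a silenced CMV-driven GFP reporter were exposed to compound for 30 h at 37 C. After PBS washes, GFP-positive cells (20-120 um objects) counted by laser-scanning microplate cytometry.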
Tau fluor counter: counter-screen for tau fibril formation inhibitors | Potency, µM (top dose mostly 57.7 µM), for inactives: top-dose activity change, negative = decrease | tau K18 P301L (four-repeat tau fragment) Alexa594 fluorescence, heparin fibrillization | 280,000 tested, 0.93% active; also: potency is read from the fitted curve at half-maximal effect; % is scaled to controls: 0 for no effect and ±100 for the full control effect; nearly all actives have a fitted effect of over 55% in size
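Human K18 P301L tau (15 uM unlabeled plus 0.24 uM Alexa 594-labeled, final) in 100 mM sodium acetate pH 7 was mixed with compound and 20 uM heparin and incubated 6 hr at 37 C.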
TRb-SRC2 inh: inhibitors of human thyroid hormone receptor beta-SRC2 interaction. P10828. TRbeta-SRC2 peptide binding, fluorescence polarization; receptor liganded with 1 µM T3. Potency, µM (titrated, usually from 106 µM), inactives show at the top dose activity change, negative = inhibition, usual class: inhibitors. 280,000 tested, 0.065% active. AID 1469;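 also: potency is read from the fitted curve at half-maximal effect; plate controls were bound peptide for no effect and peptide without receptor for full effect; nearly all actives have a fitted effect of over 50% in size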
Target sequence (P10828 whole entry, looked up): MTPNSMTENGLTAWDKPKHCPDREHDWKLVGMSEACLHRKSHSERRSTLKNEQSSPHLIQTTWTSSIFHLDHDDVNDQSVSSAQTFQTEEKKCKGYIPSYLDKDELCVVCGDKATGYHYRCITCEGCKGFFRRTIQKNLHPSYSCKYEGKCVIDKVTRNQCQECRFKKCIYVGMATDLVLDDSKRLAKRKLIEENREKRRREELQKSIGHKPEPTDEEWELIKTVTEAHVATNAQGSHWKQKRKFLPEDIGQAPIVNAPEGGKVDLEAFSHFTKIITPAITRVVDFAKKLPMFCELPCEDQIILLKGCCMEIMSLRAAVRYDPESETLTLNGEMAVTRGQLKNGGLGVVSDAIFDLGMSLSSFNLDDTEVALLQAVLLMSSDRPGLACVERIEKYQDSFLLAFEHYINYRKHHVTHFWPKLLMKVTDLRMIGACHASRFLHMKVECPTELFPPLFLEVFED
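Human TRb LBD (0.6 uM) plus Texas Red-labeled SRC2 peptide (20 nM), 1uM T3, 5% DMSO, 5 hr at ambient temperature. Decreased polarization (555/632 nm) flags inhibition; data normalized to free and bound peptide controls.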
NPSR antag: blocks cAMP signaling of the human neuropeptide S receptor. CHO-NPSR cells, cAMP TR-FRET, antagonist mode. Potency, µM (doses to about 38.3 µM), inactives show at the top dose activity change, negative = inhibition, most hits filed as inhibitors. 220,000 tested, 1% active. AID 1461; also: potency is read from the fitted curve at half-maximal effect; % is scaled to controls: 0 for no effect and ±100 for the full control effect; nearly all actives have a fitted effect of over 50% in size; many of its hits are not listed in these tables
Target sequence (Q6W5P4 whole entry, looked up): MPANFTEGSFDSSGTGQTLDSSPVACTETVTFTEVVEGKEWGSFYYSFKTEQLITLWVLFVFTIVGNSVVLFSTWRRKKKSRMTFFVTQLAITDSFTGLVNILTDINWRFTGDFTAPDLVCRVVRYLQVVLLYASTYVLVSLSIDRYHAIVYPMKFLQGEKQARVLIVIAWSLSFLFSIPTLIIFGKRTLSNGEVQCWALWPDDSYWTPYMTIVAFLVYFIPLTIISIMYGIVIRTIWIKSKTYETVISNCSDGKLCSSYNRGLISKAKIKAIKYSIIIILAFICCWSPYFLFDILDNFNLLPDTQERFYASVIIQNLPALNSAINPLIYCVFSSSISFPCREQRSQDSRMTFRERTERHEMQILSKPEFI
GLA spleen mod: alpha-galactosidase A (human) modulation; P06280; human spleen homogenate, 4MU-alpha-Gal fluorescence, 40 min; Potency, µM (highest dose often 80 µM), inactives show at the highest dose activity change, negative = inhibition, usual class: inhibitors; 240,000 tested, 0.008% active; AID 2107;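 also: potency is read from the fitted curve at half-maximal effect; 0% = enzyme with vehicle and -100% = no enzyme basal signal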
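Fluorogenic readout (Ex 365/Em 440 nm) of 4-methylumbelliferone released from 1 mM 4-MU-alpha-galactoside by spleen homogenate, 40 min at 37C, pH 5.0. Data normalized to no-enzyme and enzyme controls; Hill-equation AC50 from compound titrations.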
Tau fibril FP: blocks human tau fibril formation measured by polarization; K18 P301L tau heparin fibrillization, Alexa594 FP, 6 h; Potency, µM (doses to about 57.7 µM), for inactives: at the highest dose activity, negative = inhibition, hits mostly inhibitors; 280,000 tested, 0.39% active; AID 1468; also: potency is read from the fitted curve at half-maximal effect; % is scaled to controls: 0 for no effect and ±100 for the full control effect; nearly all actives have a fitted effect of over 55% in size
Target sequence (P10636 561-689 P618L limits assumed): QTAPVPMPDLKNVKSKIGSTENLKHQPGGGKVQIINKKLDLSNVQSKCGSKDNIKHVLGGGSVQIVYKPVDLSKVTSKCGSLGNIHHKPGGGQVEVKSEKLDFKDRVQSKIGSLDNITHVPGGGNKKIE
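Quantitative HTS format: compounds meet 15 uM recombinant K18 P301L tau and Alexa 594-tau tracer in 100 mM sodium acetate pH 7; 20 uM heparin triggers fibrillization at 37 C over 6 hr; FP gives the signal.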
Active calls of the source: *; u = inconclusive; x = not tested or not shown; [ ] = dose if it differs, or a comment. Unless noted, calls follow the shape of the dose curve; as a rule, active = well fitted curve in the direction sought with a large enough effect; inconclusive = small, poorly fitted or top-dose-only effect, or another doubt; inactive = no such curve, though single readings can be large; an effect the other way counts as inactive or inconclusive.

Value order – TexasRed fluor | CBFb-RUNX1 inh | Epigenetic derep | Tau fluor counter | TRb-SRC2 inh | NPSR antag | GLA spleen mod | Tau fibril FP
CC(C)(C)OC(=O)NCCCC1=CC2=CC(=O)C(C)(O)C(=O)C2=CO1 (stereo not given)
  -2% | 9% | -1.1% | 2% | 1% | x | -1% | 0%
CCCCNC(=S)NNC(=O)c1csc(C(C)C)c1
  0% | -1% | 0.8% | -4% | -9% | 8%[46.1 µM] | 0% | 10%
NC(N)=NS(=O)(=O)c1ccc(NC(=S)NC(=O)c2ccc(Br)cc2)cc1
  -4% | -4% | 5.4% | -3% | -10% | 0% | 3% | -9%
C=CCN1C(=O)C(Cc2ccc(OC)cc2)S/C1=N\N=C\c1cccs1 (stereo not given)
  -3% | -3% | -0.3% | -19% | -1% | -29%[46.1 µM] | 5% | -4%
CCOc1ccc(NC(=O)c2cccnc2Cl)c([N+](=O)[O-])c1
  -1% | -3% | -9.5% | -1% | -6% | 10% | 3% | -6%
Cc1cc(C)n2nc(SCc3nnc(SCc4ccccc4Cl)s3)nc2n1
  -1% | -6% | -0.9% | -7% | 0% | -4%[46.1 µM] | -2% | 5%
COc1ccc(CC(=O)OCC(=O)N2N=C(c3ccccc3)CC2c2ccc(OC)cc2)cc1 (stereo not given)
  -1% | -2% | 6.0% | -19% | 0% | -7% | 3% | -1%
COc1ccc(OC)c(S(=O)(=O)n2cnc3cc(C)c(C)cc32)c1
  -1% | -2% | 0.0% | -20% | 2% | u | 5% | -11%
CC(=C/C(=O)O)/C=C/c1ccc([N+](=O)[O-])cc1
  1% | -3% | -1.8% | 5% | -4% | -4%[46.1 µM] | -5% | 3%
Cc1ccc([N+](=O)[O-])c2cccnc12
  0% | 0% | 0.0% | -4% | -14% | 7%[46.1 µM] | -5% | 9%
Cn1nnc2c[n+](CC(=O)c3ccc4ccccc4c3)cc(Br)c21
  -3% | -19% | u | -17% | 2% | u | -2% | -7%
C/C(=N\NC(=O)c1ccc(CSc2nncn2C)cc1)c1cccs1
  -4% | 19% | 0.0% | 3% | -7% | 6% | -5% | -9%
Cc1ccc(CNC(=O)CCNS(=O)(=O)c2cccc3nonc23)cc1
  -3% | 3% | 0.7% | -10% | 2% | -9%[46.1 µM] | 8% | 1%
O=C(CCC1CCCN(C(=O)CCC(F)(F)F)C1)NCc1ccc(F)c(F)c1 (stereo not given)
  -4% | 3% | -0.1% | -25% | -2% | 20% | 10% | -20%
Cc1cc(Cl)c(S(=O)(=O)N2CCCCCC2)cc1OCC(N)=O
  -2% | 8% | -1.5% | -4% | -5% | 13%[46.1 µM] | -1% | -3%
COc1ccc(CCNC(=O)CCn2c(=O)c3cccn3c3ccc(F)cc32)c(OC)c1OC
  -10% | x | 0.8% | -2% | 4% | x | x | -11%
COc1nc(Cl)cn(-c2ccc(C)cc2)c1=O
  -3% | 1% | -2.0% | 4% | -5% | 5% | -6% | -2%
Cc1ccccc1NC(=O)CSc1nc(N)c2c3c(sc2n1)CSC(C)(C)C3
  0% | 3% | -1.6% | u | 4% | -28% | 9% | 9%
CC(=O)Nc1ccc(S(=O)(=O)NCCNc2ccccc2[N+](=O)[O-])cc1
  0% | 1% | 2.5% | -7% | -9% | -8% | -23% | -2%
CC(C)(C)OC(=O)N1CCC(c2c(C(=O)NCCc3ccccc3)cnn2-c2ccc(F)cc2)CC1
  -1% | x | 3.8% | -18% | 0% | x | x | 7%
CCOC(=O)C1CCN(c2ncnc3c2c(-c2ccccc2)cn3-c2ccccc2)CC1
  -1% | 3% | 7.2% | -15% | 2% | -42% | 2% | 0%
Cc1cccc(N2C(=O)c3cccnc3C2=O)c1
  1% | -3% | 1.9% | -8% | 0% | -6%[46.1 µM] | -13% | -12%
Cn1ncc2c(NNC(=O)c3ccc(O)cc3)ncnc21
  -4% | -6% | -0.4% | 7% | 2% | 9% | -17% | u
COc1ccc(CNC(=O)C(=O)NCCCn2ccnc2)cc1
  0%[53 µM] | 5% | -2.2% | 9%[2.34 µM] | -4%[53 µM] | 16% | -6% | 1%[2.34 µM]
CCc1ccccc1N1CSC2=C(C#N)C(c3cc(OC)c(OC)cc3OC)CC(=O)N2C1 (stereo not given)
  -6% | -3% | 0.0% | -26% | -3% | -3%[46.1 µM] | 13% | u
O=C(N/N=C/c1ccc(O)c2ncccc12)c1cccc(Br)c1
  -4% | u | u | u | -5% | 12% | 3% | 14%
COc1ccc(N(CC(=O)Nc2cccc(Cl)c2)S(=O)(=O)c2c(C)[nH]c(=O)[nH]c2=O)cc1
  -1% | x | 0.0% | -11% | 4% | x | x | 0%
CC(=O)c1c(OCC(=O)O)ccc2c(C)cc(=O)oc12
  -2% | 8% | -0.7% | -2% | -9% | -4%[46.1 µM] | -12% | -9%
CC1(C)CC(=O)c2cnc(NC(=O)CSC(=S)N3CCCCC3)nc2C1
  0% | -10% | 5.2% | 3% | 0% | 3% | -10% | 5%
c1ccc(N(c2ccccc2)c2nc(N3CCOCC3)nc(N3CCOCC3)n2)cc1
  1% | 5% | 0.0% | 3% | 0% | -6%[46.1 µM] | 11% | 5%

More results follow:
Value order – TexasRed fluor | CBFb-RUNX1 inh | Epigenetic derep | Tau fluor counter | TRb-SRC2 inh | NPSR antag | GLA spleen mod | Tau fibril FP
CC(=O)NC(Cc1c[nH]c2ccccc12)C(=O)NCc1ccc2c(c1)OCO2 (stereo not given)
  -2% | -14% | 0.0% | 3% | -11% | 13%[46.1 µM] | -3% | 4%
Cc1ccccc1CSc1ncnc2ccccc12
  -2% | 16% | -2.6% | -10% | 3% | -25% | 3% | -6%
O=C(C[n+]1ccccc1)N/N=C/c1ccccc1[N+](=O)[O-]
  -6% | 4% | -1.5% | 1% | -5% | 8% | -13% | 3%
Cc1ccccc1CCNC(=O)c1ccc2c(c1)c(C)c(C)n2Cc1ccccc1
  19% | x | 3.2% | -10% | u | x | x | 8%
O=C(CCC(=O)N1CCCC1)Nc1nnc(C(F)(F)F)s1
  -1% | 3% | 1.2% | 2% | 0% | 5%[46.1 µM] | 5% | 0%
COc1ccc(OC)c(NS(=O)(=O)c2ccc3c(c2)C(C)(C)C(=O)N3C)c1
  9% | x | 1.4% | -3% | -4% | x | x | -1%
CC(=O)OC(C(=O)N1CCOCC1)c1c(F)cccc1F (stereo not given)
  0% | 4% | -0.2% | 9% | -3% | -16% | 2% | 2%
Cc1ccc(NCc2nnc(SCC(=O)c3ccccc3)o2)c(C)c1
  -3% | -8% | -1.8% | u | -9% | -9%[46.1 µM] | 2% | 8%
COc1ccc(NC(=O)c2ccc(S(=O)(=O)N3CCOCC3)o2)cc1
  -1% | 11% | 1.1% | -5% | -4% | 2% | -6% | 4%
N=c1n(CCc2ccccc2)c2ccccc2n1Cc1ccccc1F
  -3% | -3% | -1.9% | 0% | 1% | 1% | 6% | -1%
COCc1nc(-c2cc(OC)c(OC)c(OC)c2)no1
  -1% | -1% | 2.0% | 7% | -1% | -7%[46.1 µM] | 5% | 0%
C=CCn1c(=O)c2ccccc2n2c(SCC(=O)/C(C#N)=C(\C)N)nnc12
  -1% | -4% | 3.7% | 10% | -2% | -25%[46.1 µM] | -11% | 1%
CN(C)CCNc1ncnc2c1cnn2-c1ccc(Cl)cc1
  0% | 1% | -1.4% | -8% | 6% | 12%[46.1 µM] | -1% | 0%
CC1(C)CN(c2ccc(Br)cc2Br)C1=O
  -2% | 11% | 2.5% | -4% | 2% | 4% | 4% | 1%
COc1ccc2[nH]c3c(=O)n(CCCCC(=O)NCCN4CCCC4)c(=S)[nH]c3c2c1
  -13% | -6% | -4.6% | u | 9% | u | 11% | -3%
Cc1onc(-c2ccccc2)c1NC(=O)N(CCC#N)Cc1cccs1
  -4% | 4% | 1.1% | 0% | 1% | 7% | 0% | 1%
Cc1c(C(=O)NC(Cc2ccccc2)c2nc3ccccc3[nH]2)cccc1[N+](=O)[O-] (stereo not given)
  1% | 11% | 0.3% | -18% | -4% | -13% | -6% | 5%
COc1cccc(N=C2SC(C(=O)Nc3ccc(F)cc3)CC(=O)N2C)c1 (stereo not given)
  1% | 6% | -1.0% | u | -4% | -20%[46.1 µM] | 3% | u
CCNC(=S)/N=C(\N)Nc1nc(C)c2cc(C)ccc2n1
  2% | 1% | 3.6% | -27% | 1% | 37% | 9% | -11%
O=C(Nc1ccc2c(c1)CCCN2C(=O)c1cccs1)c1cccc(C(F)(F)F)c1
  0% | x | -1.7% | -27% | 7% | x | x | 0%
O=C(COc1cccc2c1CCN(Cc1ccc(Br)cc1)C2=O)NCc1ccco1
  3% | 1% | -1.0% | -14% | -17% | -14% | 1% | -2%
Cc1cc(Oc2ccc(-c3nnc(-c4ccccc4)o3)cc2[N+](=O)[O-])ccc1Cl
  -1% | 0% | 0.9% | -12% | -5% | -27% | 1% | -7%
CCc1c(C(=O)N/N=C/c2ccc(C)o2)csc1C
  -6% | -1% | 0.1% | -11% | 1% | 5%[46.1 µM] | 5% | u
Cc1cc(C)c(NC(=O)C(C)Sc2nnc(-c3ccco3)n2-c2ccccc2)c(C)c1 (stereo not given)
  0% | 0% | -1.1% | -3% | -7% | -15%[46.1 µM] | -3% | 4%
COC(=O)C(C)Nc1cccc(Br)c1 (stereo not given)
  -7% | 6% | -1.0% | x | -4% | -8% | 3% | x
O=C(CSc1nc(-c2ccccc2)c2ccccc2n1)Nc1ccc(F)cc1
  -2% | x | -2.1% | -2% | 0% | x | x | u

Molecules listed so far containing a COOH group (two):
Value order – TexasRed fluor | CBFb-RUNX1 inh | Epigenetic derep | Tau fluor counter | TRb-SRC2 inh | NPSR antag | GLA spleen mod | Tau fibril FP
CC(=C/C(=O)O)/C=C/c1ccc([N+](=O)[O-])cc1
  1% | -3% | -1.8% | 5% | -4% | -4%[46.1 µM] | -5% | 3%
CC(=O)c1c(OCC(=O)O)ccc2c(C)cc(=O)oc12
  -2% | 8% | -0.7% | -2% | -9% | -4%[46.1 µM] | -12% | -9%

Only part of the results is shown; rates above refer to the full screens.
